Screening results from PubChem.
TEAD-YAP block – TEAD-YAP interaction inhibition; inhibition, % at 9.12 µM; hit rate 1.4% among 640,000; HEK-TIYL cells, TEAD-Gal4/YAP UAS-luciferase luminescence; in the data active means inhibition above about 32%;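 further: 0% = median of test compound wells and 100% = reference inhibitor wells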
FBW7 act – activators of human E3 ligase FBW7; Q969H0; AlphaScreen FBW7–phospho-cyclin E peptide binding, activator screen; normalized activity (activation), % at 26.1 µM; hit rate 0.13% among 650,000; AID 1259310; in the data active means normalized activity above about 1.9%;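 further: purified mutant Fbw7 with reduced substrate affinity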
GPR151 activ – activates the human receptor GPR151; hit rate 1% among 650,000; PathHunter beta-arrestin GPR151 cells, luminescence; activation, % at 11.2 µM; Q8TDV0; in the data active means activation above about 4.9%;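 further: 0% = median of compound wells and 100% = cells with positive control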
Target sequence (Q8TDV0 whole entry, looked up): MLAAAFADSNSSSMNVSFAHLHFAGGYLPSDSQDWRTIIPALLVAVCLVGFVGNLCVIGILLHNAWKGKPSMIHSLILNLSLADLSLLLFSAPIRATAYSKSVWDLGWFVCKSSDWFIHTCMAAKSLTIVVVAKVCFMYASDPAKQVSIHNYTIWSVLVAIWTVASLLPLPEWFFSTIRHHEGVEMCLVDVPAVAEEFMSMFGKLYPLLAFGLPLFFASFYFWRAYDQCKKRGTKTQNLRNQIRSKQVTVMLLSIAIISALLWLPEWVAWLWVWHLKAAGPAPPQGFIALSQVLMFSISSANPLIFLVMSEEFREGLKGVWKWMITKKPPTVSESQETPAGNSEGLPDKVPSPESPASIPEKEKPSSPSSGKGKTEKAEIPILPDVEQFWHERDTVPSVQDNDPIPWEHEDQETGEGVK
MITF primary – human MITF inhibition, primary screen; hit rate 0.91% among 650,000; inhibition, % at 2.6 µM; O75030; AlphaScreen MITF homodimerization, bead proximity signal; AID 1259374; in the data active means inhibition above about 50%;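 further: 0% = vehicle wells with protein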
Target sequence (O75030 whole entry, looked up): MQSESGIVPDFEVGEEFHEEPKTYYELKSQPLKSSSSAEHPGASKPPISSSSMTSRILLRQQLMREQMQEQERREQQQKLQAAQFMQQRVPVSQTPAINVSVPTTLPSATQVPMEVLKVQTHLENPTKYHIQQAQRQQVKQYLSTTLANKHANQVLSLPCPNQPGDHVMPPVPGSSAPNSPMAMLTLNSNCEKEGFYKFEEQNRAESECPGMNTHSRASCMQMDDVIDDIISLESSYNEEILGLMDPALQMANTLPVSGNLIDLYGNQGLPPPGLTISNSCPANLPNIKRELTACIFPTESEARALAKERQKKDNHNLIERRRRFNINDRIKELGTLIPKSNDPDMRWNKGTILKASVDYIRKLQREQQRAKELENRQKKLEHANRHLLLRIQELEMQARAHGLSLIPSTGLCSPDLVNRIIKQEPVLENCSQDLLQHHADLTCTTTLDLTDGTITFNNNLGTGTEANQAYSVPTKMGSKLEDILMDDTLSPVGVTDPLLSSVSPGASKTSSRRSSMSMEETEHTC
* marks the source's active call; other numbers are inactive results. The order is random; overall some 3.4% were active at least once.

SMILES	TEAD-YAP block	FBW7 act	GPR151 activ	MITF primary
Cc1ccc(C2=CC(c3ccccc3C)n3ncnc3N2)cc1 (stereo not drawn)	5	-0.1	0.9	2
CC(C)(C)OC(=O)NC(CCNC=C1C(=O)OC(C)(C)OC1=O)C(=O)O (stereo not drawn)	9	0.0	-0.9	71*
COC(=O)c1ccc(COC(=O)COc2ccc(C#N)cc2)o1	7	0.1	2.1	8
CC(CCC(=O)Nc1cccc(C(=O)O)c1)C(=O)O (stereo not drawn)	-8	-0.1	-4.7	12
Cn1c(Nc2cc(NCCc3ccc(O)cc3)ncn2)nc2ccccc21	5	-0.2	0.4	-1
CN1C(=O)C(O)N(c2ccccc2)C1=O (stereo not drawn)	8	-0.3	-1.6	19
CN(CCO)c1cc(N2CCN(c3ncccn3)CC2)c2nonc2c1[N+](=O)[O-]	15	-0.2	1.6	6
COc1ccc(C(=O)NCc2nnc(SCC(=O)N3N=C(c4ccc(Br)cc4)CC3c3ccc(OC)cc3)n2C)cc1 (stereo not drawn)	13	0.1	-0.8	2
CC1CCC/C(=N\Nc2ccccc2[N+](=O)[O-])C1 (stereo not drawn)	-33	-0.5	-1.0	18
CCc1nnc(NS(=O)(=O)c2ccc(N=CC3=C(O)c4ccccc4C3=O)cc2)s1	15	-0.4	-0.2	-10
CC1CN(CC(O)COc2ccccc2Br)CC(C)O1 (stereo not drawn)	12	-0.1	0.0	2
CCN(CC)C(=O)c1c(NC(=O)c2ccccc2C)sc2c1CCCCC2	-1	0.0	-0.7	-8
C1CCC(SCCSc2nn3c(SCCSC4CCCCC4)nnc3s2)CC1	2	0.2	-1.3	20
CCCC(=O)n1nc(NCc2ccc(OC)cc2)nc1NCc1ccc(OC)cc1	-11	0.1	0.3	-2
CCOC(=O)C1=C(C)N(c2ccccc2)C(=O)/C1=C\c1cccc(Cl)c1	0	0.4	-0.7	6
COc1ccc(S(=O)(=O)NCCc2cc3ccc(C)cc3[nH]c2=O)cc1	8	0.0	0.7	1
CCOC(=O)CCc1c(C)c(C#N)c2nc3ccccc3n2c1NC1CCCCC1	0	0.0	0.4	-6
CCOc1ccccc1/C=C1/C(=O)NN(c2cccc(C)c2)C1=O	11	0.1	0.0	8
COc1ccc2nc(NS(=O)(=O)c3ccc(Cl)cc3)c(Nc3ccc(Cl)cc3)nc2c1	4	1.1	0.5	14
O=C(NCc1nnc2n1CCN(Cc1c(F)cccc1Cl)CC2)c1ccccc1	-2	0.0	1.6	-10
O=C(COc1ccc(Br)cc1)NCc1ccccn1	-8	0.0	-0.2	14
COC(=O)c1ccc2c(=O)n(CCc3ccc(S(N)(=O)=O)cc3)c(SCC(=O)NCCc3ccc(OC)c(OC)c3)nc2c1	9	-0.1	-1.0	2
CCOC(=O)c1c(C=O)c(C)n(Cc2ccccc2Cl)c1C	-13	-0.3	-0.7	-12
COc1ccc(/C(O)=C2\C(=O)C(=O)N(CCN3CCNCC3)C2c2ccc(Br)cc2)cc1 (stereo not drawn)	1	0.1	-0.6	12
CC(=O)c1cccc(NC(=O)c2ccc(C(=O)Nc3cccc(C(C)=O)c3)cc2)c1	-9	1.2	3.4	14
COc1ccc(S(=O)(=O)NCC2CCCN(CC#Cc3ccccc3)C2)cc1 (stereo not drawn)	9	-0.1	1.1	7
COc1ccc(NC(=O)CSc2nnc(N)n2-c2ccccc2)cc1	5	0.3	3.1	0
O=C(Nc1ccc(-c2cn[nH]c2)cc1OCCN1CCOCC1)[C@H]1COc2ccccc2O1	3	-0.2	0.8	11
CCC(C)(C)n1nnnc1C(c1ccc(F)cc1)N1CCC(C)CC1 (stereo not drawn)	1	0.1	-1.4	-7
CCCC(=O)C1=C(c2ccc(Cl)cc2)N(C(=O)CCC)n2c(C)nnc2S1	-3	-0.1	-0.1	7
CCc1ccc(OCC(=O)Nc2ccc3oc(-c4ccncc4)nc3c2)cc1	2	0.0	-0.8	4
CSc1ncc(Cl)c(C(=O)Nc2ccccc2[N+](=O)[O-])n1	5	0.0	0.6	-6
CC/C(C)=N\NC(=O)C(C)Oc1ccccc1 (stereo not drawn)	-9	0.0	1.1	8
CC(C)CCNC(=O)C(NS(=O)(=O)c1cccc2nsnc12)C(C)C (stereo not drawn)	4	0.0	-0.6	-4
COc1cc(OC)c(/C=C2/NC(=O)N(CC(=O)Nc3cccc(C)c3)C2=O)c(OC)c1	5	0.1	0.2	-1
CCn1c(C)nc2cc(C(=O)NN)ccc21	-21	-0.1	2.3	-35
CC(C)=C1C2CCC1C(C(=O)NCCc1ccccc1)C2C(=O)O (stereo not drawn)	-8	-0.1	-2.1	8
O=C(NCCN1CCOCC1)c1cccc(-n2ncc3c2CCC(NCc2ccccc2)C3)c1 (stereo not drawn)	4	0.2	0.3	4
Cc1ccc(Cl)c2c1N[C@@H](c1ccncc1)[C@H]1CC=C[C@@H]21	-7	0.0	0.5	5
Cn1cc(-c2cnc3c(Nc4cccc(OC(F)(F)C(F)F)c4)nccn23)cn1	-9	0.7	-0.7	19
COC(=O)c1cc(CNC(=O)c2ccccc2OC)cc(NC(=O)C2CCCCC2)c1	-4	0.1	1.5	14
Cc1ccc(Sc2cc(C(=O)NC3CCCCCC3)c3ccccc3n2)cc1	0	0.5	0.1	13
C=CCn1c(SCC(=O)Nc2ccccc2F)nnc1-c1ccc(OC)cc1	18	-0.1	1.9	9
N#Cc1cc(Nc2ccccc2Cl)c([N+](=O)[O-])cc1C#N	74*	0.0	-1.2	4
CC(C)Nc1nc(N2CCOCC2)nc(N2CCOCC2)n1	-1	0.1	-0.1	-11
COc1cccc(NC(=O)c2ccc(NCCC3=CCCCC3)c([N+](=O)[O-])c2)c1	2	0.0	-0.6	20
O=C1C2C(C(=O)N1c1ccc([N+](=O)[O-])cc1)C1C=CC2C12CC2 (stereo not drawn)	2	-0.1	-0.9	8
Cc1csc(NC(=O)CSc2nnc3c4ccccc4nc(C(C)(C)C)n23)n1	-2	0.0	0.6	-4
CCCCNC(=O)CCn1c(=O)[nH]c2ccccc2c1=O	2	0.0	1.3	-1
COc1ccc(-c2noc(CCCC(=O)Nc3ccc(NC(C)=O)cc3)n2)cc1OC	3	0.7	-1.4	11
O=C(ON1C(=O)CCC1=O)c1ccc(Cl)cc1Cl	-6	0.0	-0.8	8
CCOC(=O)N1CC=C2C(C#N)=C(N)C(C#N)(C#N)C(c3ccc(F)cc3)C2C1 (stereo not drawn)	12	1.3	2.1	21
O=C(Cn1[nH]c(=O)c2ccccc2c1=O)Nc1ccc(OCc2ccccc2)cc1	-12	0.1	1.2	8
COc1ccc(OCc2nnc(SCC(=O)NCC3CCCO3)n2N)cc1 (stereo not drawn)	-2	0.2	-1.9	-6
O=C(Cc1ccccc1)Nc1ccc(NC(=O)c2ccc(N3CCCC3)c([N+](=O)[O-])c2)cc1	1	-0.2	0.1	19
CC(C)N(C)c1nc(N)c2c(N)nc3c(c2c1C#N)CC(=O)N3C(C)(C)C	6	-0.2	1.6	8
CCC1CN(Cc2ccn[nH]2)Cc2cc(OC)ccc2O1 (stereo not drawn)	-2	0.0	0.2	-1
CCC(=O)N(CCO)Cc1cc2cc3c(cc2[nH]c1=O)OCCO3	4	0.2	0.2	6
O=C(Nc1ccc(-c2cc3ccccc3oc2=O)cc1)c1ccc2c(c1)OCCO2	-6	-0.2	1.7	-6
COc1ccc(C2CC(=O)C3=C(C2)Nc2ccccc2NC3c2coc3ccccc3c2=O)cc1 (stereo not drawn)	4	1.3	-0.1	7

Record cards, as listed above. Values in the order: TEAD-YAP block	FBW7 act	GPR151 activ	MITF primary
Entry for Cc1ccc(Sc2cc(C(=O)NC3CCCCCC3)c3ccccc3n2)cc1 : 0	0.5	0.1	13
Entry for CCOC(=O)c1c(C=O)c(C)n(Cc2ccccc2Cl)c1C : -13	-0.3	-0.7	-12

Additional entries follow:
SMILES	TEAD-YAP block	FBW7 act	GPR151 activ	MITF primary
CC1CCc2c(sc3ncnc(SCC(=O)NCC4CCCO4)c23)C1 (stereo not drawn)	-7	0.4	2.1	18
CC1CCN(C(=O)CSCC(=O)Nc2nc(-c3ccccc3)cs2)CC1	-15	-0.2	0.6	-4
COc1ccn(Cc2ccc(Cl)nc2)c(=O)c1C#N	4	0.0	2.5	2
OCCN1CCN(c2nnc(-c3ccccc3)c3ccccc23)CC1	-1	0.1	0.0	-11
CN(CC(=O)N1CCN(c2ccccc2)CC1)c1nnc(N2CCCC2=O)s1	5	0.2	2.1	9
CCCCCCOc1ccc(OC(=O)c2cccc(C(=O)Oc3ccc(OCCCCCC)cc3)n2)cc1	0	0.2	0.9	-5
O=C(NC1CCN(C(=S)NCCc2ccccc2)CC1)c1ccccc1	12	0.0	-1.2	3
O=C(Nc1cccc(F)c1)c1cccc2c1C(=O)N(Cc1cccnc1)C2	8	0.4	0.0	11
CCOC(=O)Nc1ccc(S(=O)(=O)NCc2ccccc2)cc1	16	0.2	0.6	3
O=C1c2cc(N3CCOCC3)c([N+](=O)[O-])cc2C(=O)N1Cc1ccccn1	1	-0.2	4.6	16
O=c1c(Cl)c(NCc2ccco2)cnn1-c1ccccc1	-1	0.3	1.6	5
Cn1c(/C(C#N)=C(\O)c2ccc(Cl)cc2)nc2ccccc21	-13	-0.1	0.4	0
CCOC(=O)C1=C(O)/C(=C/c2ccc(O)c(OCC)c2)SC1=Nc1ccc(OC)cc1	-6	0.0	-0.7	1
NC1=NC(=O)/C(=C/c2cccc(OS(=O)(=O)c3cccc([N+](=O)[O-])c3)c2)S1	2	-0.1	1.3	-7
COc1cc(Br)cc2c1OC1(C=C2)c2ccccc2-c2ccccc2N1C (stereo not drawn)	2	0.1	0.2	1
Cc1csc(SCC(=O)N2CCCC(N3CCOCC3)C2)n1 (stereo not drawn)	-4	-0.1	0.9	0
O=C(O)c1ccc(S(=O)(=O)N(Cc2ccco2)CC2CCCO2)cc1 (stereo not drawn)	-5	0.1	-1.0	-3
Cc1c(NS(=O)(=O)c2cccc3nsnc23)c(=O)n(-c2ccccc2)n1C	11	0.0	0.8	0
OCCC1CN(Cc2nc3ccccc3s2)CCN1Cc1ccc(F)c(F)c1 (stereo not drawn)	-10	0.1	-0.1	17
Cc1ccc2c(c1)CCCN2C(=O)c1ccco1	-5	-0.2	1.2	12

Some entries already given with just FBW7 act and GPR151 activ:
| molecule | FBW7 act | GPR151 activ |
| --- | --- | --- |
| O=C1c2cc(N3CCOCC3)c([N+](=O)[O-])cc2C(=O)N1Cc1ccccn1 | -0.2 | 4.6 |
| O=c1c(Cl)c(NCc2ccco2)cnn1-c1ccccc1 | 0.3 | 1.6 |
| Cn1c(/C(C#N)=C(\O)c2ccc(Cl)cc2)nc2ccccc21 | -0.1 | 0.4 |
| CCOC(=O)C1=C(O)/C(=C/c2ccc(O)c(OCC)c2)SC1=Nc1ccc(OC)cc1 | 0.0 | -0.7 |

Continuation.
SMILES	TEAD-YAP block	FBW7 act	GPR151 activ	MITF primary
COc1ccccc1Nc1cc(C)nc2c(OC)cccc12	9	0.0	-0.7	-15
COc1cc(Nc2nc(-c3cccc(C(C)=O)c3)nc3nc[nH]c23)cc(OC)c1OC	30	1.9*	0.1	10
COc1ccc(NS(=O)(=O)c2ccc3c(c2)OCC(=O)N3)c(OC)c1	3	0.0	-0.4	-2
Cc1ccc2ccc(C(Nc3ccccn3)c3ccc(N(C)C)cc3)c(O)c2n1 (stereo not drawn)	6	-0.1	-0.3	14
CC(C)C[C@@H]1NC(=O)[C@@H]2C[C@H](NC(=O)c3cc(F)cc(F)c3)CN2C1=O	3	0.1	-0.1	0
CC(=O)NCCNC(=O)c1cc(COc2ccc(F)cc2F)on1	-10	0.1	-0.8	16
CC(=O)N1CCc2c(sc3c2c(=O)n(-c2ccccc2)c(=O)n3Cc2ccccc2F)C1	21	0.1	-0.8	3
Cc1ccc(OCCCOc2ccc(/C=C3/C(=N)N4C=CSC4=NC3=O)cc2)cc1C	-7	0.0	-1.9	12
COc1ccc(S(=O)(=O)N(CC(=O)Nc2ccc(C)cc2C)c2ccc(Cl)cc2)cc1	7	0.0	-0.3	14
O=C(Nc1ccc(O)cc1C(=O)O)c1cccc(N2C(=O)c3cccc4c([N+](=O)[O-])ccc(c34)C2=O)c1	-6	0.1	0.9	6
CCOc1ccccc1NC(=O)C(=O)NCC1CCCCC1	5	-0.1	-0.4	0
O=C1C2C3C=CC(C4CC34)C2C(=O)N1c1ccc(-c2ccccc2)cc1 (stereo not drawn)	-31	0.0	-0.8	-7
CCC(C)N(C(=O)c1ccccc1)C(C)CC (stereo not drawn)	3	-0.1	-0.6	-7
COc1cccc(OC)c1C(=O)Nc1cccc(C#N)c1	-9	0.1	0.3	4
COCCn1nnnc1C(c1ccc(F)cc1)N1CCN(C)CC1 (stereo not drawn)	3	0.0	1.2	-3
COC(=O)c1ccc2nc(NC(=O)c3cccc(F)c3)sc2c1	-78	0.0	-0.2	20
O=C(CNC(=S)N(Cc1ccccc1)Cc1cccs1)NC1CCCCCCC1	-4	-0.1	-0.1	-8

4 entries from above, field by field:
O=C(Nc1ccc(O)cc1C(=O)O)c1cccc(N2C(=O)c3cccc4c([N+](=O)[O-])ccc(c34)C2=O)c1
- TEAD-YAP block = -6
- FBW7 act = 0.1
- GPR151 activ = 0.9
- MITF primary = 6

CCOc1ccccc1NC(=O)C(=O)NCC1CCCCC1
- TEAD-YAP block = 5
- FBW7 act = -0.1
- GPR151 activ = -0.4
- MITF primary = 0

O=C1C2C3C=CC(C4CC34)C2C(=O)N1c1ccc(-c2ccccc2)cc1 (stereo not drawn)
- TEAD-YAP block = -31
- FBW7 act = 0.0
- GPR151 activ = -0.8
- MITF primary = -7

CCC(C)N(C(=O)c1ccccc1)C(C)CC (stereo not drawn)
- TEAD-YAP block = 3
- FBW7 act = -0.1
- GPR151 activ = -0.6
- MITF primary = -7
